LmPK inh: inhibitors of Leishmania mexicana pyruvate kinase; Q27686; purified LmPK, Kinase-Glo ATP luminescence, 1 h; Potency, µM (doses to about 57.5 µM), for inactives: at the top dose activity change, negative = inhibition, usual class: inhibitors; actives 0.37% (n = 290,000); AID 1721; note: potency is the fitted concentration of half-maximal effect; % is set by controls: 0 for no effect and ±100 for the full control effect
Target sequence (Q27686 whole entry, looked up): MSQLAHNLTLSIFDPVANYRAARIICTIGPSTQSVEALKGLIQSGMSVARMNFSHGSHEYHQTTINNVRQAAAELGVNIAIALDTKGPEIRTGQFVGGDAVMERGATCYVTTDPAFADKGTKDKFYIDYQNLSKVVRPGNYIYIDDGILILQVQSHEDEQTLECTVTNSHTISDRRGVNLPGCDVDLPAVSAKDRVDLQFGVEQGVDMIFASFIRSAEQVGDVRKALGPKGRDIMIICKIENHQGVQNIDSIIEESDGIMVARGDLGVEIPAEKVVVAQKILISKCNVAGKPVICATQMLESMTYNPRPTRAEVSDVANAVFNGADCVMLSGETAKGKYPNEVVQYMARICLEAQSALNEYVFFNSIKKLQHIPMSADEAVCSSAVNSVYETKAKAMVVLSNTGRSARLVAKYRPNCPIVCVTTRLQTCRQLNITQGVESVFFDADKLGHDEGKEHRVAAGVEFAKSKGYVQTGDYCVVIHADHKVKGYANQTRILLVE
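Kinase-Glo luminescence read after 1 h RT reaction of 0.1 nM LmPK with 0.5 mM PEP and 0.1 mM ADP. Activity scaled between uninhibited and enzyme-free controls.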
AMA1-RON2 inh: AMA1-RON2 (P. falciparum) interaction inhibition | AlphaScreen AMA1-biotinylated RON2 peptide binding | Potency, µM (highest dose often 58.2 µM), for the others: at the top dose activity change, negative = inhibition, most hits filed as inhibitors | actives 0.2% (n = 360,000);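 note: potency is the fitted concentration of half-maximal effect; 0% = vehicle wells and -100% = peptide control; nearly all actives have a fitted effect of over 45% in size; some results filed as inactive show a strong effect at the top dose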
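AMA1 (3D7) with his tag at 25 nM final met compounds first, then biotinylated RON2 peptide at 25 nM; detection used donor plus acceptor beads, 10 µg/mL apiece, read by AlphaScreen after 30 min at room temperature.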
Shiga inhibitor: blocks Shiga toxin action in Vero cells | actives 9.2% (n = 290,000) | Vero cells, Shiga toxin protein synthesis inhibition reporter | inhibition, % at 38.7 µM; in the data active = inhibition mostly above about 28%, no sharp cut-off; inactive = mostly below about 43%; note: 0% is about no effect
CHX counter: counter-screen hit for Shiga toxin inhibitors, cycloheximide; cell reporter, cycloheximide protein synthesis inhibition counterscreen; max response, %; actives 12% (n = 300,000); in the data active = max response mostly above about 13%, no sharp cut-off; inactive = mostly below about 14%; note: read at 38.3 µM for the half of the compounds with a filed dose; 0% is about no effect
Tb PYK inh: blocks Trypanosoma brucei pyruvate kinase; Q57TT1; TbPYK enzyme, Kinase-Glo Plus ATP luminescence, 45 min; Potency, µM (top dose mostly 76.8 µM), inactives show top-dose activity, negative = inhibition, hits mostly inhibitors; actives 0.12% (n = 410,000); AID 624173; note: potency is the fitted concentration of half-maximal effect; % is set by controls: 0 for no effect and ±100 for the full control effect; nearly all actives have a fitted effect of over 50% in size
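Enzyme and substrate buffer are dispensed first and compound is pin-transferred. ADP at 130 uM final then starts the reaction, which runs 45 min at room temperature. Detection reagent is added for 10 min before luminescence is imaged.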
Pf growth 48h: inhibits P. falciparum growth in the first generation, 48 h | AID 504832 | actives 5.9% (n = 310,000) | P. falciparum luciferase growth in erythrocytes, 48 h | Potency, µM (series often up to 28.7 µM), without a hit: top-dose activity change, negative = inhibition, most hits filed as inhibitors; note: potency is the fitted concentration of half-maximal effect; % is set by controls: 0 for no effect and ±100 for the full control effect
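A one-generation exposure of luciferase-tagged malaria parasites in RPMI 1640/Albumax erythrocyte culture, 37 C and 5% CO2. Inhibition is inferred from decreased luminescence after adding detection reagent.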
Pf growth 96h: inhibits malaria parasite growth, 96 h; P. falciparum luciferase reporter growth, 96 h; AID 504834; actives 6.9% (n = 320,000); Potency, µM (highest dose often 28.7 µM), inactives show at the highest dose activity change, negative = inhibition, most hits filed as inhibitors; note: potency is the fitted concentration of half-maximal effect; % is set by controls: 0 for no effect and ±100 for the full control effect
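Luminescence readout: decreased luciferase signal marks inhibited growth of reporter-expressing P. falciparum in infected red cells (2% hematocrit, 0.05% parasitemia final), exposed to compound two generations (96 h, 37 C, 5% CO2).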
Numbers without * were called inactive; [ ] = remark or other dose. Unless noted, calls come from the whole dose curve; as a rule, active = well fitted curve in the direction sought with a large enough effect; inconclusive = small, poorly fitted or top-dose-only effect, or another doubt; inactive = no such curve, though single readings can be large; an effect the other way counts as inactive or inconclusive. Compounds were not picked by outcome, and some 21% of all compounds hit somewhere here.

The opening 5 compounds, to show the layout:
Screening CC(=O)c1cccc(NC(=O)CSc2n[nH]c(-c3ccncc3)n2)c1 returned AMA1-RON2 inh -1%, Tb PYK inh -2%, Pf growth 48h -14% and Pf growth 96h -26%.
For Cc1cc(C(=O)N(CCC#N)Cc2cccs2)no1 the results were LmPK inh -3%, AMA1-RON2 inh -3%, Shiga inhibitor -19, CHX counter -4, Tb PYK inh -2%, Pf growth 48h 6% and Pf growth 96h 15%.
For OCCC1CN(C2CCN(c3ccccc3)CC2)CCN1Cc1ccc(F)c(F)c1 (centres undefined) the results were LmPK inh 0%, AMA1-RON2 inh -3%, Shiga inhibitor 18, CHX counter -2, Tb PYK inh 2%, Pf growth 48h inconclusive and Pf growth 96h 29%.
Cn1nnnc1SCc1nnc(-c2ccccc2Br)o1 was read as LmPK inh 7%, AMA1-RON2 inh -1%, Shiga inhibitor 86*, CHX counter 33*, Tb PYK inh -11%, Pf growth 48h 22% and Pf growth 96h 1%.
`COc1cccc(NC(=O)CN(C)S(=O)(=O)c2ccc3[nH]c(=O)oc3c2)c1` gave LmPK inh 0%, AMA1-RON2 inh -2%, Shiga inhibitor 6, CHX counter 1, Tb PYK inh 0%, Pf growth 48h -1% and Pf growth 96h 23%.

This part in full (from the top)
Screening CC(=O)c1cccc(NC(=O)CSc2n[nH]c(-c3ccncc3)n2)c1 returned AMA1-RON2 inh -1%, Tb PYK inh -2%, Pf growth 48h -14% and Pf growth 96h -26%.
For Cc1cc(C(=O)N(CCC#N)Cc2cccs2)no1 the results were LmPK inh -3%, AMA1-RON2 inh -3%, Shiga inhibitor -19, CHX counter -4, Tb PYK inh -2%, Pf growth 48h 6% and Pf growth 96h 15%.
For OCCC1CN(C2CCN(c3ccccc3)CC2)CCN1Cc1ccc(F)c(F)c1 (centres undefined) the results were LmPK inh 0%, AMA1-RON2 inh -3%, Shiga inhibitor 18, CHX counter -2, Tb PYK inh 2%, Pf growth 48h inconclusive and Pf growth 96h 29%.
Cn1nnnc1SCc1nnc(-c2ccccc2Br)o1 was read as LmPK inh 7%, AMA1-RON2 inh -1%, Shiga inhibitor 86*, CHX counter 33*, Tb PYK inh -11%, Pf growth 48h 22% and Pf growth 96h 1%.
`COc1cccc(NC(=O)CN(C)S(=O)(=O)c2ccc3[nH]c(=O)oc3c2)c1` gave LmPK inh 0%, AMA1-RON2 inh -2%, Shiga inhibitor 6, CHX counter 1, Tb PYK inh 0%, Pf growth 48h -1% and Pf growth 96h 23%.
Screening COc1ccc(NC(=O)CCNS(=O)(=O)c2ccccc2F)cc1S(N)(=O)=O returned LmPK inh 0%, AMA1-RON2 inh -2%, Shiga inhibitor 24, CHX counter -3, Tb PYK inh 1%, Pf growth 48h -15% and Pf growth 96h 1%.
`CC(=O)CSc1nnc(Cc2ccc([N+](=O)[O-])cc2)o1` gave LmPK inh 8%, AMA1-RON2 inh -17%, Shiga inhibitor 40, CHX counter 7, Tb PYK inh -5%, Pf growth 48h 40%[activator] and Pf growth 96h 0%.
Screening Cn1c(/C=C/c2cccc([N+](=O)[O-])c2)nc2ccccc2c1=O returned LmPK inh 6%, AMA1-RON2 inh -1%, Shiga inhibitor -14, CHX counter -2, Tb PYK inh 7%, Pf growth 48h 15% and Pf growth 96h inconclusive.
Cc1[nH]c2ccccc2c1C1(O)C(=O)N(Cc2ccc3c(c2)OCO3)c2ccccc21 (centres undefined) was read as LmPK inh 2%, AMA1-RON2 inh inconclusive, Shiga inhibitor 12, CHX counter -2, Tb PYK inh 1%, Pf growth 48h -21% and Pf growth 96h 13µM*.
For COC(=O)/C(C#N)=C/c1c(N2CCN(c3ccc(OC)cc3)CC2)nc2c(C)cccn2c1=O the results were LmPK inh 0%, AMA1-RON2 inh inconclusive, Shiga inhibitor -4, CHX counter -7, Tb PYK inh 4%, Pf growth 48h inconclusive and Pf growth 96h inconclusive.
Screening CCC(=NCC1CCCO1)c1c(O)n(-c2ccc(Cl)cc2)c(=O)[nH]c1=O (centres undefined) returned LmPK inh -1%, AMA1-RON2 inh 3%, Shiga inhibitor -12, CHX counter -4, Tb PYK inh 2%, Pf growth 48h 1% and Pf growth 96h 72%[activator].
Oc1cc(-c2ccccc2)c2ccccc2c1 was read as LmPK inh -1%, AMA1-RON2 inh -2%, Shiga inhibitor -4, CHX counter -5, Tb PYK inh 1%, Pf growth 48h inconclusive and Pf growth 96h 12µM*.
C=CCNc1cnn(CC(C)=O)c(=O)c1Br was read as LmPK inh 5%, AMA1-RON2 inh -4%, Shiga inhibitor -4, CHX counter -1, Tb PYK inh 4%, Pf growth 48h 14% and Pf growth 96h 33%[activator].
CCN(CC)c1ccc(C(=O)OCC(=O)N2CCCC2)cc1 was read as LmPK inh -1%, AMA1-RON2 inh -7%, Shiga inhibitor 59*, CHX counter 29*, Tb PYK inh 4%, Pf growth 48h 24% and Pf growth 96h 18%.
For Cc1ccc(-n2cc(C(=O)c3ccc(N4CCN(C)CC4)cc3)nn2)cc1Cl the results were LmPK inh -5%, AMA1-RON2 inh -3%, Shiga inhibitor 37, CHX counter 11, Tb PYK inh -1%, Pf growth 48h 12%[1.15 µM] and Pf growth 96h 46%[activator].
Screening CC1CCN(CCc2nc3cc(NS(=O)(=O)c4ccccc4)ccc3n2C)CC1 returned LmPK inh 0%, AMA1-RON2 inh 22%, Shiga inhibitor 16, CHX counter -2, Tb PYK inh -9%, Pf growth 48h -30% and Pf growth 96h 0%[5.75 µM].
`COC(=O)c1ccc(NC(=S)N2CCN(C)CC2)cc1` gave LmPK inh -2%, AMA1-RON2 inh 2%, Shiga inhibitor 7, CHX counter -2, Tb PYK inh -3%, Pf growth 48h 34%[activator] and Pf growth 96h 48%[activator].
COc1ccccc1NC(=O)CN1CCC(c2nc3ccc(C)cc3[nH]2)CC1 was read as LmPK inh 4%, AMA1-RON2 inh 4%, Shiga inhibitor -15, CHX counter 10, Tb PYK inh -5%, Pf growth 48h -17% and Pf growth 96h 66%[activator].
CCN(CC)P(=O)(Nc1ccc(C)cc1Br)c1ccc(N(C)C)cc1NC(=O)c1ccco1 (centres undefined) was read as LmPK inh -1%, AMA1-RON2 inh -23%, Shiga inhibitor 17, CHX counter 14, Tb PYK inh -2%, Pf growth 48h inconclusive and Pf growth 96h inconclusive.
O=C(COC(=O)c1cc(-c2cccc(Br)c2)nc2ccccc12)NCC1CCCO1 (centres undefined) was read as LmPK inh 11%, AMA1-RON2 inh 38%[activator], Shiga inhibitor 14, CHX counter 1, Tb PYK inh 1%, Pf growth 48h 11% and Pf growth 96h 73%[activator].
`Cc1ccccc1NC(=S)N/N=C1\CC(C)(C)Oc2ccc(O)cc21` gave LmPK inh 2%, AMA1-RON2 inh 0%, Shiga inhibitor 39, CHX counter 6, Tb PYK inh -19%, Pf growth 48h inconclusive and Pf growth 96h inconclusive.
For N#CCCCSC1=C(C#N)C(c2ccccc2Cl)CC(=O)N1 (centres undefined) the results were LmPK inh 6%, AMA1-RON2 inh 1%, Shiga inhibitor -3, CHX counter -4, Tb PYK inh 8%, Pf growth 48h inconclusive and Pf growth 96h 0%.
Screening Cc1onc(-c2ccccc2Cl)c1C(=O)Nc1nnc(-c2ccc(F)cc2)s1 returned LmPK inh 2%, AMA1-RON2 inh 71%[activator], Shiga inhibitor -12, CHX counter 6, Tb PYK inh -3%, Pf growth 48h 11% and Pf growth 96h 33%[activator].
CC(=O)N1CCN(S(=O)(=O)c2cccc(C(=O)Nc3nc4c(s3)CCCC4)c2)CC1 was read as LmPK inh 1%, AMA1-RON2 inh -11%, Shiga inhibitor -7, CHX counter 15, Tb PYK inh -6% and Pf growth 96h inconclusive.
For CCCCc1ncc(CN2CCC(n3nccc3NC(=O)c3ccccc3Cl)CC2)[nH]1 the results were LmPK inh -11%, AMA1-RON2 inh -22%, Shiga inhibitor -14, CHX counter 4, Tb PYK inh 7%, Pf growth 48h -21% and Pf growth 96h inconclusive.
`O=C(NN=C(Cc1ccccc1)Cc1ccccc1)c1ccccc1O` gave LmPK inh 2%, AMA1-RON2 inh 111%[activator], Shiga inhibitor 18, CHX counter 11, Tb PYK inh -1%, Pf growth 48h 3% and Pf growth 96h inconclusive.
O=C(NC1CCN(C(=S)Nc2ccc(Cl)cc2)CC1)C1CCCCC1 was read as LmPK inh -4%, AMA1-RON2 inh -8%, Shiga inhibitor -3, CHX counter -4, Tb PYK inh -1%, Pf growth 48h -13% and Pf growth 96h -29%.
`O=C(C[n+]1ccccc1)c1ccc(Cl)cc1` gave LmPK inh -5%, AMA1-RON2 inh -6%, Shiga inhibitor 2, CHX counter 0, Tb PYK inh -1%, Pf growth 48h 15% and Pf growth 96h 8%.
`Cc1cc(Nc2cccc([N+](=O)[O-])c2)n2c(nc3ccccc32)c1C#N` gave LmPK inh 1%, AMA1-RON2 inh 16%, Shiga inhibitor -9, CHX counter -1, Tb PYK inh -10%, Pf growth 48h inconclusive and Pf growth 96h inconclusive.
Screening OCC[C@H]1C[C@H](O)[C@@H](O)[C@]2(Cc3ccccc3O2)O1 returned AMA1-RON2 inh -3%, Tb PYK inh 6%, Pf growth 48h inconclusive and Pf growth 96h 50%[activator].
Screening Cc1ccc2nc(NC(=O)c3ccc(Br)o3)sc2c1 returned LmPK inh -10%, AMA1-RON2 inh -2%, Shiga inhibitor 95*, CHX counter 45*, Tb PYK inh -2%, Pf growth 48h 51%[activator] and Pf growth 96h inconclusive.
`CCN(CC)S(=O)(=O)c1cccc(-c2nnc(SCC(=O)NC3CCCC3)n2N)c1` gave LmPK inh -4%, AMA1-RON2 inh -7%, Shiga inhibitor -13, CHX counter 10, Tb PYK inh 4% and Pf growth 48h -6%.
For CC(=O)c1ccc(NC(=O)CSc2n[nH]c(-c3cccnc3)n2)cc1 the results were LmPK inh 6%, AMA1-RON2 inh -4%, Shiga inhibitor 39, CHX counter 13, Tb PYK inh -3%, Pf growth 48h -10% and Pf growth 96h -3%.
COc1ccc(-c2noc(CCC(=O)NC3CCCC3)n2)cc1 was read as LmPK inh -7%, AMA1-RON2 inh 0%, Shiga inhibitor 9, CHX counter 6, Tb PYK inh -9%, Pf growth 48h 6% and Pf growth 96h inconclusive.
`COc1ccc(Oc2coc3cc(OC(=O)/C=C/c4ccc(F)cc4)ccc3c2=O)cc1` gave LmPK inh 5%, AMA1-RON2 inh -14%, Shiga inhibitor 21, CHX counter -2, Tb PYK inh -3%, Pf growth 48h inconclusive and Pf growth 96h 4.1µM*.
For O=[N+]([O-])c1ccc(-c2nc(-c3ccncc3)no2)cc1 the results were LmPK inh 2%, AMA1-RON2 inh 1%, Shiga inhibitor 37*, CHX counter 18*, Tb PYK inh 4%, Pf growth 48h 51%[activator] and Pf growth 96h 35%[activator].
For CCCCC(=O)Nc1cccc(NC(=S)NC(=O)Cc2ccccc2)c1 the results were LmPK inh 4%, AMA1-RON2 inh 27%, Shiga inhibitor 2, CHX counter 6, Tb PYK inh -5%, Pf growth 48h 4% and Pf growth 96h 50%[activator].

Screens as filed in PubChem BioAssay.
